Bioassay records (PubChem BioAssay)
XIAP antagonists = XIAP antagonists, biochemical, IAP family, fluorescence polarization (AID 1018). E3 ubiquitin-protein ligase XIAP (Homo sapiens). XIAP BIR domain, fluorescence polarization peptide displacement; higher % means a stronger effect. displacement, % at 20 µM, or IC50 in µM where a hit was titrated. 0.007% of 200,000 active; in the data active = displacement above about 50%; also: a part of the inactive calls stands beside numbers as strong as those of hits
Autophagy HCS = autophagy modulators in MEF cells, primary screen, imaging, high-content, MEF GFP-LC3 | AID 463193, 2010 | calls only at 10 µM (by protocol) | 0.98% of 190,000 active | MEF GFP-LC3 puncta imaging; test concentration mostly 10 µM;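 active = percentage of spot-positive cells more than 3 SD above its plate mean, without a fluorescence outlier flag or 80% toxicity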;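 also: spot-positive cell cutoff set from DMSO-treated cells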
Hep lipid drop = inhibitors of hepatocyte lipid droplet formation, primary screen, imaging, high-throughput imaging, BODIPY stain | AML12 mouse hepatocytes, oleate lipid droplets | inhibition, % at 6.5 µM | 0.4% of 240,000 active | AID 1656, 2009;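 active = lipid droplet intensity inhibited by at least 50%, with more than 500 cells counted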
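Material – mouse AML12 hepatocyte cell line, fixed after treatment · Compound dosing – one dose, 6.5 µM compound · Times – compound with oleate, overnight · Measured by – Image-based BODIPY and DAPI two-channel analysis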
WT yeast gro inh = growth inhibition of WT strain, primary screen, mitochondrial fusion inhibitor project, WT and mutant strains, chemical genetic | inhibition, % at 10 µM | mitochondrial fusion phenotypic screen | 2.1% of 190,000 active | AID 1362, 2008; in the data active = inhibition above about 58%; tested in S. cerevisiae
CSM14.1 death rescue = rescue of cells from ER stress-induced death, primary screen, 384-well, CSM14.1, thapsigargin, ATP luminescence (AID 1222) | CSM14.1 thapsigargin-induced death rescue, ATP luminescence; higher % means a stronger effect | cellular ATP content (survival), % at 20 µM, or EC50 in µM where a hit was titrated | 190,000 tested, under 10 active;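 active = EC50 below 50 µM in the dose-response confirmation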;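 also: death triggered by thapsigargin at about 15 µM added after 2 h compound pretreatment; cell ATP read after overnight thapsigargin exposure of roughly 18 to 22 hours; normalized against plate controls of thapsigargin alone and 5% DMSO vehicle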
Ins promoter up = insulin promoter activators in MIN6 cells, imaging, high-content screening, mouse beta cells; MIN6 insulin promoter-GFP reporter; stronger effect = higher value; z-score at 5 µM; 0.3% of 190,000 active;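 active = z-score above 3 at 5 µM with at least 500 cells counted in the well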
b-catenin transl = modulators of beta-catenin nuclear translocation, primary screen, imaging, HeLa cells, immunofluorescence, high-content; nuclear translocation activity, % at 5 µM; 0.3% of 190,000 active;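 active = nuclear translocation activity above 50% at 5 µM, with a well cell count of 50 or more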;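 also: per-cell ratio of nuclear to cytoplasmic median beta-catenin stain intensity; plate controls were DMSO negative control for no effect and GSK-3 inhibitor IX positive control for full effect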
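test system = HeLa cells, endogenous beta-catenin | dosing = single 5 µM dose plus 0.02–20 µM confirmation series | times = compound treatment 24 h, 37°C, 5% CO2 | technique = beta-catenin immunofluorescence imaging with DAPI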
Dynein cargo inh = inhibitors of GR-EGFP nuclear translocation, primary screen, dynein cargo transport inhibitor project, imaging, high-content, 3617.4 mouse cells | test concentration mostly 20 µM; stimulated with dexamethasone, 1 µM; stronger effect = lower value | z-score, hits read low | 0.47% of 220,000 active;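 active = plate z-score of nuclear minus cytoplasmic receptor signal below a set negative limit, without overly bright fluorescence or cell loss, cut at about -3.5 in these data, passing the limit was not always enough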;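 also: z-score of nuclear minus cytoplasmic ring GR-EGFP intensity difference per well; some compounds called inactive have numbers as strong as hits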
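Buffer or medium: Induction medium lacking tetracycline, stripped serum | Also added: Dexamethasone agonist, 1.0 µM final, for 30 min | Timing: 48 h induction, 1 h compound, 30 min dex at 37 °C | Detection: Formaldehyde fixation, Hoechst nuclear stain, 10x automated fluorescence imaging | Measure: Nuclear versus cytoplasmic GR-EGFP signal, averaged per well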
MT stabilize HCS = microtubule stabilizers in HeLa cells, primary screen, imaging, high-content imaging | HeLa tubulin immunostaining HCS, 24 h; share of cells brighter than vehicle mean+2SD | % tubulin-high responders, % at 10 µM | 0.83% of 200,000 active;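 active = plate Z-score above 3 for both tubulin-high and condensed-nucleus cell shares, with cell loss under 80%, at 10 µM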;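 also: anti alpha tubulin signal scored within the nucleus-defined area of each cell; some results filed as inactive read as strong as hits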
WT yeast gro inh mutant strain = also measured in WT yeast gro inh; calls as there; inhibition, %; mitochondrial fusion phenotypic screen, mutant strain inhibition
Dynein cargo inh cytoplasmic EGFP = recorded beside Dynein cargo inh, whose call it bears; z-score; measured here: cytoplasmic GR-EGFP intensity; stronger effect = higher value
Dynein cargo inh nuclear GR-EGFP = further read-out of Dynein cargo inh, marked with its call; z-score; measured here: nuclear GR-EGFP intensity;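 lower value marks the stronger effect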
Dynein cargo inh cell count = also measured in Dynein cargo inh; calls as there; z-score; measured here: cell count per field
Ins promoter up cell count = also measured in Ins promoter up; calls as there; cell count; measured here: cytotoxicity, nuclei count;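 total cells summed across four imaged fields per well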
Hep lipid drop cells 6.5 µM = also measured in Hep lipid drop; calls as there; cell count; measured here: cell count, cytotoxicity flag;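 cells counted across two imaged fields per well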
b-catenin transl cell count 5 µM = second read-out of b-catenin transl, no call of its own (marks repeat the call); cell count; measured here: cell count, cytotoxicity flag
MT stabilize HCS Hoechst-high % = further read-out of MT stabilize HCS, marked with its call; % Hoechst-high responders; measured here: nuclear condensation Hoechst responders;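 share of cells brighter than vehicle mean plus two SD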
MT stabilize HCS cytotoxicity % = recorded beside MT stabilize HCS, whose call it bears; toxicity, %; measured here: cytotoxicity by cell density;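 0% = mean cell density of plate MIN control wells and 100% = no cells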
Autophagy HCS cell loss 18 h = also measured in Autophagy HCS; calls as there; toxicity, %; measured here: cell loss, nuclei count;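 cell loss after 18 h compound exposure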
An asterisk follows results filed as active; i = inactive; x = no result given; + = active, no number.

molecule	XIAP antagonists	Autophagy HCS	Autophagy HCS cell loss 18 h	Hep lipid drop	Hep lipid drop cells 6.5 µM	WT yeast gro inh	WT yeast gro inh mutant strain	CSM14.1 death rescue	Ins promoter up	Ins promoter up cell count	b-catenin transl	b-catenin transl cell count 5 µM	Dynein cargo inh	Dynein cargo inh cytoplasmic EGFP	Dynein cargo inh nuclear GR-EGFP	Dynein cargo inh cell count	MT stabilize HCS	MT stabilize HCS Hoechst-high %	MT stabilize HCS cytotoxicity %
Cc1[nH]c2ccccc2c1/C=N/Nc1nc(N2CCCCC2)nc(N2CCCCC2)n1	-4.8%	i	7.6	24.8	690	55.7	38.5	-5.0%	x	x	1.5	907	0.93	-0.222	0.75	-1.06	2.0	3.3	3.2
CSCC[C@H](NC(=O)OC(C)(C)C)C(=O)N/N=C/c1c(C)[nH]c(=O)[nH]c1=O	-0.9%	i	11.5	-39.5	596	10.1	1.4	-1.9%	-0.01	1836	-0.1	899	-0.336	-0.125	-0.269	-0.611	2.8	1.2	9.6
COc1cccc(CN2CCN(Cc3ccc(O)c(OC)c3)CC2CCO)c1 (stereo not drawn)	-5.8%	i	-14.4	-0.2	768	-1.8	-7.5	-2.1%	0.51	1474	-0.9	1006	-0.354	-0.248	0.318	0.17	5.4	1.8	7.0
CCOC(=O)c1cc(NC(=O)c2ccc(Cl)cc2)c(=O)oc1-c1ccccc1	-3.7%	+	-0.6*	x	x	1.0	-41.0	-1.1%	-0.46	1509	2.9	1440	0.537	-0.203	-0.0245	0.21	2.5	2.1	0.1
Cc1ccc2c(Cl)cc(Cl)c(OCC(=O)NC3CCS(=O)(=O)C3)c2n1 (stereo not drawn)	-7.4%	i	-1.0	-16.8	660	24.1	-13.7	1.9%	-0.25	1416	0.0	1109	-0.957	-0.377	-0.425	3.08	2.8	3.0	4.5
c1ccc(CSc2nnc3ccc(-c4cccs4)nn23)nc1	-0.7%	i	2.5	21.7	742	-7.1	-0.6	x	-0.01	1290	1.3	1030	-0.294	-0.234	-0.431	-0.277	3.7	0.9	5.0
CCCCC(=O)c1ccc(O)cc1	-5.1%	i	7.0	16.7	767	-4.2	4.1	5.0%	-0.54	865	-3.2	1241	-0.935	-0.423	-0.502	0.333	0.7	2.1	9.3
Cc1cc(C)nc(NNC2=CC(=O)CC(C)(C)C2)n1	-2.3%	i	20.8	10.8	699	6.5	27.3	1.2%	0.96	1064	4.7	846	0.238	-0.218	-0.206	0.442	2.0	1.8	8.1
O=C(CCc1ccccc1)NC(=S)Nc1ccc2c(c1)C(=O)OC2	-1.0%	i	10.3	9.3	671	x	x	0.1%	-0.52	1778	-2.9	1066	2.05	-0.314	1.89	-1.69	4.1	2.5	16.3
OC(CSc1c(Cl)cccc1Cl)CN1CCN(c2ccc(F)cc2)CC1 (stereo not drawn)	2.8%	i	5.7	-20.6	630	57.6	67.8	-2.1%	-0.83	1850	-0.8	1080	-0.187	-0.232	-0.563	0.87	1.3	1.1	4.2
O=C(Nc1cccnc1)c1ccc(-c2ccc(Cl)cc2)o1	-5.9%	+	-2.7*	4.0	631	31.2	-4.5	10.5%	0.06	1293	-1.3	1093	0.237	-0.241	0.528	-0.0945	1.6	2.4	5.3
CCOc1ccccc1C(=O)NC(C(=O)Nc1ccccc1N1CCOCC1)C(C)C (stereo not drawn)	-2.3%	i	15.9	x	x	-15.7	-2.9	0.9%	-0.78	1162	-6.6	934	0.0807	-0.335	-0.274	0.681	2.8	1.6	0.5
O=C(Nc1ccc2c(c1)Cc1ccccc1-2)c1cccnc1	-7.5%	i	-10.4	-21.9	635	14.2	15.6	-0.4%	-0.85	1538	0.8	1011	1.85	-0.206	1.6	-1.43	6.8	1.8	0.8
O=C(Cc1ccccc1)Nc1nnc(-c2cccs2)s1	-0.8%	i	-1.3	1.6	773	7.4	6.4	x	-0.28	1225	x	x	-0.352	-0.267	-0.252	1.68	1.8	0.2	36.0
COC(=O)c1cc(NC(=O)c2cc(C(C)(C)C)nn2Cc2ccc(F)cc2)ccc1N1CCOCC1	x	x	x	35.5	733	x	x	x	0.74	914	-0.2	1287	3.05	-0.117	2.01	-2.66	x	x	x
CCOC(=O)c1sc(NC(=O)CSc2nnc(Cc3ccccc3)o2)c(C#N)c1C	-4.6%	i	-3.5	4.1	749	35.9	36.9	-1.6%	-0.03	1208	x	x	0.971	-0.251	0.349	-0.366	2.6	2.2	10.1
O=C(NC(N1CCOCC1)C(Cl)(Cl)Cl)c1ccc(Br)cc1 (stereo not drawn)	3.5%	i	0.3	8.9	719	-5.0	4.0	-1.7%	-0.22	1167	-0.3	1136	-1.21	-0.3	-0.594	0.71	3.3	3.0	5.8
O=C(Nc1cccc(C(F)(F)F)c1)c1n[nH]c(Cn2cncn2)n1	-3.9%	i	-23.5	x	x	2.1	-2.3	-3.1%	x	x	x	x	0.77	-0.263	0.501	-0.398	2.6	2.0	6.1
CCc1ccc(NC(=O)CSc2nc(O)cc(=O)n2C2CCCC2)cc1	-8.7%	i	-3.7	-1.0	654	-7.7	6.7	-1.5%	0.35	1052	-1.7	1063	0.371	-0.26	0.431	-0.583	3.3	2.9	6.9
Cc1ccc(C2CC(c3ccco3)n3nc(N)nc3N2)cc1 (stereo not drawn)	-3.0%	x	x	x	x	2.6	-3.7	0.0%	0.15	873	-1.3	1204	0.568	-0.182	0.305	-0.206	8.0	1.1	7.1
CC(C)CCNC(=O)CCn1c(=S)oc2ccccc21	-3.9%	i	22.3	3.2	729	5.1	-0.9	-5.2%	0.31	1358	-0.4	1129	1.29	0.0568	1.19	-1.36	2.3	1.5	2.4
CCC1=C(OC(=O)N(CC)CC)N2C(=O)OC(=NCCOC)[C@]2(Cc2ccccc2)[C@H]2C1=CC[C@H]1C(=O)N(C)C(=O)[C@H]12	x	x	x	-18.1	667	x	x	x	0.25	705	-1.5	1072	1.81	-0.653	0.999	-1.35	x	x	x
CCOC(=O)N1CCN(C(=O)c2ccc(-n3c(C)ccc3C)cc2)CC1	1.5%	i	7.6	-5.5	654	-3.7	15.8	20.0%	-0.04	1489	-1.5	1134	0.993	-0.14	0.46	-0.663	7.7	1.2	7.4
COC(=O)c1cccc(C23CC4(C2)[C@H](CN(C)[C@@H]4c2ccccc2)C3c2ccccc2)c1 (stereo partly drawn)	x	x	x	-3.0	687	x	x	x	-2.42	636	-4.2	1106	-0.55	-0.761	-0.188	0.416	x	x	x
CC1CC(C)CN(CCCNC(=O)Cc2c(C(=O)O)n(C)c3ccccc23)C1 (stereo not drawn)	2.0%	i	-7.0	-3.9	760	-2.0	7.1	-4.8%	0.64	888	-1.7	1176	0.0453	0.194	0.0507	-0.764	1.3	2.1	8.1
CC(C)COC(=O)C1[C@H]2C(=O)N(Cc3cccs3)C[C@]23C=C[C@H]1O3 (stereo partly drawn)	2.8%	i	-1.2	-27.1	701	3.9	11.3	x	-0.34	1239	-0.7	1125	-0.0999	-0.277	-0.113	-0.132	2.6	1.9	22.2
CC(=O)Nc1ccc(S(=O)(=O)Nc2nc3ccccc3nc2-n2ccc(=NC(=O)c3ccc(F)cc3)cc2)cc1	-2.6%	i	5.8	6.2	666	-10.2	2.5	-0.3%	1.04	1259	-0.5	1029	i	x	x	-7.26	1.6	1.7	5.2
O=C(CN1C(=O)c2ccccc2C1=O)N1CCN(c2ccccc2)CC1	-2.0%	i	-7.9	-8.4	762	-7.8	-9.7	-4.2%	0.95	1239	0.8	850	0.274	-0.253	-0.0718	-0.118	3.8	2.0	7.6
